# Mm-Cpn inhibitor: blocks the Methanococcus maripaludis chaperonin Mm-Cpn; purified Mm-Cpn ATPase, ADP Transcreener TR-FRET; AID 504842; hit rate 0.031% among 330,000; Potency, µM (top dose mostly 76.9 µM), for the others: at the top dose activity, negative = inhibition, most hits filed as inhibitors; further: potency means the concentration at half of the fitted maximal effect; on the % scale 0 is the no-effect control and ±100 the full control effect; nearly all actives have a fitted effect of over 80% in size
#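 ATP (10 uM final) was added to archaeal chaperonin (25 nM final) after 10 min exposure to test compound at 37°C; after 30 min further incubation, ADP was detected by competitive TR-FRET.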
# S2 tox: cell viability loss in ATXN counter-screen; S2 cells (HEK-293 line with an ATXN2-luciferase reporter) viability, CellTiter-Fluor protease fluorescence, 24 h; Potency, µM (doses to about 56.7 µM), actives largely listed as cytotoxic; hit rate 0.49% among 400,000; further: potency means the concentration at half of the fitted maximal effect; nearly all actives have a fitted effect of over 40% in size
# TGFb SMAD3 inh: inhibitors of TGF-b signaling; HepG2 CAGA-GFP TGF-b/SMAD3 reporter, GFP fluorescence, 18 h; TGF-beta stimulated, 500 pg/mL final; Potency, µM (highest dose often 46.1 µM), for inactives: at the top dose activity, negative = inhibition, usual class: inhibitors; AID 588855; hit rate 1.2% among 410,000; further: potency means the concentration at half of the fitted maximal effect; on the % scale 0 is the no-effect control and ±100 the full control effect; nearly all actives have a fitted effect of over 65% in size
#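 Smad-responsive CAGA-GFP expression was quantified in HEPG2 cells exposed to compounds and 500 pg/mL final TGF-beta for 18 h at 37 degrees C; unstimulated wells defined full inhibition.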
# Nrf2 activator: activates Nrf2 signaling; Potency, µM (highest dose often 46.1 µM), without a hit: at the top dose activation, actives largely listed as activators; AREc32 ARE-luciferase reporter (MCF7-derived line), luminescence, 24 h; hit rate 0.31% among 410,000; further: potency means the concentration at half of the fitted maximal effect; % of control where 0% means no effect; nearly all actives have a fitted effect of over 65% in size
#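 ARE-driven firefly luciferase activity in AREc32 cells measured after a 24 hr compound exposure at 37 deg C, using Steady-Glo reagent and a 30 min room-temperature hold.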
# A549 tox: counter-screen for Nrf2 inhibitors: cytotoxicity in A549 cells. A549 ARE-Fluc cells, CellTiter-Fluor viability, 18-24 h. Potency, µM (highest dose often 46 µM), for inactives: at the highest dose activity change, negative = cytotoxicity, hits mostly inhibitors. hit rate 0.16% among 390,000. AID 504648; further: potency means the concentration at half of the fitted maximal effect; on the % scale 0 is the no-effect control and ±100 the full control effect
#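 A549 ARE-Fluc cells in 5% FBS OPTI-MEM, 5000 cells/well, rested 2 h then exposed to compounds in concentration-response for 18-24 h at 37 °C. Viability by CellTiter-Fluor fluorescence (Ex 405/Em 525) after 30 min; luciferase luminescence (BugLite, 15 min, RT) read afterwards.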
# pAkt inh: inhibitors of Akt phosphorylation; activity change, % for hits at 50 µM; AID 651550; Neuro2A IGF-stimulated pAkt S473 HTRF, 20 min; stronger effect = lower value; hit rate 0.32% among 360,000; in the data active means activity change below about -80%; inconclusive means mostly about -51% to -80%; further: on the % scale 0 is the no-effect control and ±100 the full control effect
#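 Single-point screen (50 µM final compound) in Neuro2A cells stimulated 20 min with 6 nM IGF at 37 deg C. After lysis, Ser473-phosphorylated Akt read by HTRF (ex 330 nm, em 615/665 nm) as the 665/615 ratio.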
# HepG2 viability: counter-screen for TGF-b inhibitors: cytotoxicity in HepG2 cells; HepG2 CAGA-GFP viability, ATP luminescence, 18 h; Potency, µM (highest dose often 46.1 µM), for inactives: at the highest dose activity change, negative = cytotoxicity, usual class: cytotoxic; hit rate 0.76% among 410,000; further: potency means the concentration at half of the fitted maximal effect; some results filed as inactive show a strong effect at the top dose
#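 CellTiter-Glo luminescence gave cytotoxicity after 18 hours at 37 degrees C. The cells were HepG2 CAGA-GFP in 1% FBS DMEM, stimulated with 500 pg/mL TGF-beta after compound addition. %Activity was normalised to no-cell wells (complete cell-killing) and DMSO (no toxicity), and curves were fitted and classified.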
# Nrf2 inh: blocks Nrf2 signaling; A549 ARE-Fluc reporter, luciferase luminescence, 18-24 h; Potency, µM (highest dose often 46 µM), inactives show at the highest dose activity change, negative = inhibition, actives largely listed as inhibitors; hit rate 2.1% among 360,000; AID 504444; further: potency means the concentration at half of the fitted maximal effect; on the % scale 0 is the no-effect control and ±100 the full control effect; nearly all actives have a fitted effect of over 60% in size
#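 Nrf2 activity is the BugLite luminescence, read 15 min after reagent at room temperature, following CellTiter-Fluor cytotoxicity readout (30 min, 37C). Compound titrations were applied for 18-24 h to 5000 A549 ARE_Fluc cells/well in 5% FBS OPTI-MEM.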
# CCT modulator: modulators of cytosolic chaperonin (CCT/TRiC) activity | activity change, % (concentration not given with the values), hits read low | purified chaperonin ATPase assay, HTRF ADP detection, 30 min | hit rate 0.3% among 360,000; in the data active means activity change below about -30%; further: on the % scale 0 is the no-effect control and ±100 the full control effect
#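 We incubate TRiC, 40 or 20 nM final, with library compounds at 76 uM and 10 uM ATP for 30 min at 37 °C. ADP formed is detected with Transcreener HTRF reagents after 30 min at room temperature.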
# Active calls of the source: *; i = inactive; ? = inconclusive; · = not tested or not shown; [ ] = another dose, or the depositor's remark. Unless noted, the call rests on the fitted dose curve; in most records, active means well fitted curve in the direction sought with a large enough effect; inconclusive means small, poorly fitted or top-dose-only effect, or another doubt; inactive means no such curve, though single readings can be large; an effect the other way counts as inactive or inconclusive. An excerpt; rates above refer to the full screens.
SMILES,Mm-Cpn inhibitor,S2 tox,TGFb SMAD3 inh,Nrf2 activator,A549 tox,pAkt inh,HepG2 viability,Nrf2 inh,CCT modulator
CC(c1nccs1)N(C)C(=O)c1cn(Cc2cccc3ccccc23)nn1 (configuration not stated),1.4%,i,-3.6%,-0.6%,0.6%,i,-10.2%,?,-1.0
O=c1[nH]c(=O)n(-c2cccc3ccccc23)c(O)c1/C=N/N1CCCCC1,-1.5%,i,4.2%,0.2%,-0.8%,i,1.0%,6.9%,-1.3
CCOc1ccc(N2C(=O)NC(=O)/C(=C\c3cc(OC)c(OC)cc3[N+](=O)[O-])C2=O)cc1,-2.1%,i,-13.3%,2.3%,4.7%,i,0.9%,-8.5%,-2.6
Cc1ccccc1Cn1cccc(C(=O)Nc2cc(Cl)ccc2C#N)c1=O,·,i,-26.3%,?,13.2%,·,-24.5%,·,·
O=C1NC(=O)C(CCc2ccncc2)(CCc2ccncc2)C(=O)N1C1CCCCC1,-1.6%,i,0.0%,-0.3%,-5.8%,i,-34.6%,3.9%,1.3
CNC(=S)N/N=C1\C2CN3CCN(C2)CC1(c1ccccc1)C3,-1.6%,i,3.4%,0.1%,-0.5%,i,-0.3%,3.1%,-0.4
Cc1cc(C)n(-c2ccc(NN=C(C#N)C#N)cc2)n1,-0.7%,?,?,2.5%,-9.7%,i,-77.7%,?,0.2
CCN(CC)C(=O)N[C@H]1C[C@@H]2c3cccc4[nH]cc(c34)C[C@H]2N(C)C1,-2.7%,i,-0.5%,-0.6%,7.6%,i,-21.8%,0.3%,-4.9
COP(=O)(NC(=O)C(Cl)(Cl)Cl)OC,-5.1%,i,-9.1%,-1.1%,22.7%,i,-3.9%,8.7%,-0.9
CC1CN=C(NC(C)c2ccccc2)S1 (configuration not stated),-3.3%,i,-7.2%,1.5%,5.0%,i,-3.8%,2.9%,1.5
CN(C)CCSCc1nnc2n1-c1ccc(Cl)cc1C(c1ccccc1Cl)=NC2,·,i,-13.7%,2.1%,-0.5%,i,-26.1%,2.9%,0.4
Cc1cc([P+](=O)O)c(C)n1-c1ccc(Br)cc1,-0.1%,i,-1.1%,2.4%,-0.2%,i,-17.7%,7.6%,-6.4
CC1CC(NC(=O)C2C3CCC(O3)C2C(=O)O)CC(C)(C)C1 (configuration not stated),1.4%,i,-0.5%,2.9%,0.9%,i,-13.7%,-22.5%,-3.4
Cc1ccc(Cl)cc1N1CCN(C(=O)C2CCCN(S(=O)(=O)c3ccc(Br)s3)C2)CC1 (configuration not stated),·,i,?,-0.9%,-0.5%,·,4.2%,-26.3%,·
CC(Cc1ccccc1)N1Cc2ccccc2C1 (configuration not stated),-1.5%,i,18.8%,1.1%,-11.7%,i,-6.2%,3.3%,1.9
Cc1nc2ccc(N3CCN(C)CC3)cc2nc1C,-13.2%,·,-7.4%,4.3%,5.3%,i,1.6%,?,-3.6
Fc1ccccc1CCNCc1cccc(Cl)c1Cl,-0.3%,i,?,2.5%,11.2%,i,-32.1%,6.1%,-3.2
O=C(CCN1CC=C(c2ccccc2)CC1)NCc1ccccc1,·,i,0.3%,-0.2%,·,i,-5.3%,·,-0.4
COc1ccc(CNCCc2ccc3c(c2)OCO3)cc1Br,-1.0%,i,2.0%,0.6%,-0.7%,i,-2.0%,-5.1%,-4.0
O=[N+]([O-])c1ccc(N2CCCCCC2)c2nonc12,1.4%,?,249.0%[activator],3.2%,?,i,-4.1%,-8.9%,1.1
COC(=O)c1ccccc1NC(=O)c1cccn(Cc2cccc(Cl)c2)c1=O,·,i,?,0.7%,19.6%,·,-29.3%,·,·
CCOC(=O)C(O)(c1ccc(NC(=S)NC(=O)c2ccc(Cl)cc2Cl)c(C)c1)C(F)(F)F (configuration not stated),-2.3%,i,?,-0.7%,?,i,-96.9%,14.6µM*,0.6
C=CCN1CC[C@]23c4c5ccc(O)c4OC2[C@H](O)CC[C@@]3(O)[C@H]1C5 (some centres not stated),-3.9%,i,4.0%,0.4%,0.2%,i,0.0%,-5.4%,-1.6
c1cc2c(cc1-c1ccc3c(c1)OCO3)CNCc1cnnn1-2,·,i,2.7%,0.1%,·,i,-1.8%,·,-1.7
C=C1[C@H]2C[C@H]3[C@H]4N5C[C@]6(C)CCC[C@]47[C@H]([C@H]2O)[C@]3(C[C@]5(O)[C@H]67)[C@@H]1O,·,i,10.7%,0.2%,4.6%,i,-22.3%,4.1%,-2.5
CN1CN(c2cccc([N+](=O)[O-])c2)CN=C1N[N+](=O)[O-],-1.8%,i,0.8%,-0.2%,12.2%,i,-13.8%,6.0%,-4.5
CN1CCN(C(=O)COc2ccc(S(=O)(=O)NC3CCCCC3)cc2Cl)CC1,0.3%,i,-0.1%,-0.1%,1.3%,i,-4.9%,-9.9%,0.9
COCCOC(=O)c1c(N)n(Cc2ccccc2)c2nc3ccccc3nc12,-4.0%,i,-35.4%,0.2%,-9.0%,i,6.3%,-9.6%,-0.7
COc1ccc(CC(=O)N(CCN(C)C)CC2CCCN(Cc3ccccc3F)C2)cc1 (configuration not stated),0.0%,i,3.3%,-0.3%,?,i,-29.8%,19.0%,1.0
CCOc1ccc(CC2C(=O)NC(=O)N(c3ccc(CC)cc3)C2=O)cc1 (configuration not stated),0.0%,i,7.2%,0.0%,5.3%,i,-54.0%,10.4%,0.2
CC(C)CC(=O)N(Cc1ccccc1)S(=O)(=O)c1ccc2c(c1)oc(=O)n2C,·,i,?,2.9%,7.1%,·,-28.8%,19.1%,·
CC(C)(C)C(=O)OCC12CCC(O1)C1(C)C(=O)OCC21 (configuration not stated),2.1%,i,25.4%,0.1%,-6.0%,i,20.1%,-2.3%,-1.2
Cn1c(O)c(C=NCCN2CCN(C(=O)Nc3ccccc3)CC2)c(=O)n(C)c1=O,0.7%,i,-8.2%,-0.8%,0.3%,i,15.6%,6.4%,-1.2
Cc1ccc(C(O)(c2ccc(C)c(C)c2)C2CN3CCC2CC3)cc1C (configuration not stated),-0.3%,?,?,2.2%,-12.4%,i,-97.8%,2.0%,-2.6
CCCCn1c(O)c(C(C)=Nc2c(C)n(C)n(-c3ccccc3)c2=O)c(=O)[nH]c1=O,1.3%,i,0.7%,-0.9%,-2.8%,i,0.2%,7.2%,-4.8
Cc1ccc2c(c1)C(Cc1nc3ccccc3c(=O)n1-c1ccc(Br)cc1)C(=O)N2 (configuration not stated),·,25.1µM*,?,6.4%,?,·,-16.6%,?,·
COc1ccc(CN2C(=O)CC(=O)NC2=O)cc1,2.2%,i,26.8%,0.3%,0.0%,i,9.0%,4.9%,-0.1
Nc1ccncc1,0.4%,i,4.9%,-0.1%,-2.6%,i,4.6%,5.7%,-3.0
COc1cc(/C=C/c2nc3ccccc3c(=O)n2-c2ccc(O)cc2)ccc1O,?,i,?,31.6%,-12.0%,i,-110.7%,-9.8%,-1.4
COc1ccc(Br)cc1CN1CCN(CCO)CC1,-1.3%,i,-5.3%,0.2%,12.2%,i,-11.0%,5.7%,-1.0
C[C@@H]1CN([C@@H](C)CO)C(=O)c2c(c3ccccc3n2C)-c2ccccc2CO[C@H]1CN(C)C(=O)[C@H](C)c1ccccc1,·,?,?,-3.1%,·,i,-34.8%,·,-9.5
Cc1ccc(NC(=O)CSc2nnc([C@@H](N)Cc3c[nH]c4ccccc34)o2)c(C)c1,1.3%,?,?,-0.7%,1.3%,i,-18.3%,3.6%,-3.9
c1ccc2c(c1)Nc1ccccc1S2,-11.3%,i,3.0%,-0.8%,-3.4%,i,-2.6%,-0.8%,0.2
COc1ccc(C(=O)C2CCCN(C3CSCCSC3)C2)cc1OC (configuration not stated),1.3%,i,-4.1%,-0.8%,-7.7%,i,-29.1%,-19.7%,-2.4
C=CCn1c(O)c(C(C)=Nc2cccc(C(=O)O)c2)c(=O)[nH]c1=O,0.4%,i,-2.6%,-0.2%,-12.1%,i,1.7%,2.7%,-0.5
CC12CC[C@H]3[C@@H](CCC4(O)C[C@H](O)CCC34/C=N/NC(=O)c3ccccc3Cl)C1(O)CCC2C1=CC(=O)OC1 (some centres not stated),-0.3%,i,-18.0%,0.2%,3.4%,i,-6.1%,-21.8%,-2.3
CCN(CC)c1ccc(N=Cc2c(O)n(-c3ccccc3C)c(=O)[nH]c2=O)cc1,-5.8%,i,18.4%,18.3%,-1.9%,i,-16.7%,-2.5%,0.8
O=C1C=C2C=C[C@H]3C[C@]2(O1)[C@@H]1CCCCN13,-3.8%,i,-7.8%,7.8%,-7.4%,i,-3.9%,-29.2%,0.2

# 5 records drawn at random from the list so far, as already listed:
SMILES,Mm-Cpn inhibitor,S2 tox,TGFb SMAD3 inh,Nrf2 activator,A549 tox,pAkt inh,HepG2 viability,Nrf2 inh,CCT modulator
O=C1C=C2C=C[C@H]3C[C@]2(O1)[C@@H]1CCCCN13,-3.8%,i,-7.8%,7.8%,-7.4%,i,-3.9%,-29.2%,0.2
C=CCn1c(O)c(C(C)=Nc2cccc(C(=O)O)c2)c(=O)[nH]c1=O,0.4%,i,-2.6%,-0.2%,-12.1%,i,1.7%,2.7%,-0.5
CCN(CC)c1ccc(N=Cc2c(O)n(-c3ccccc3C)c(=O)[nH]c2=O)cc1,-5.8%,i,18.4%,18.3%,-1.9%,i,-16.7%,-2.5%,0.8
c1ccc2c(c1)Nc1ccccc1S2,-11.3%,i,3.0%,-0.8%,-3.4%,i,-2.6%,-0.8%,0.2
Cc1ccc(NC(=O)CSc2nnc([C@@H](N)Cc3c[nH]c4ccccc34)o2)c(C)c1,1.3%,?,?,-0.7%,1.3%,i,-18.3%,3.6%,-3.9
